Screening data (PubChem)
RAD54 inh: inhibitors of human RAD54 branch migration, primary screen, biochemical, fluorescence, single point; RAD54 Holliday junction branch migration, FAM/BHQ fluorescence; hit rate 0.14% among 360,000; inhibition, % at 10.4 µM;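 active = mean normalized replicate activity at least 40 and at least half of replicates scoring 40 or more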;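 note: 0% = median of neutral control wells and 100% = median of positive control wells; inhibitors cause a drop in the FAM fluorescence signal; in these data hits start at about 50%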
Target sequence (Q92698 whole entry, looked up): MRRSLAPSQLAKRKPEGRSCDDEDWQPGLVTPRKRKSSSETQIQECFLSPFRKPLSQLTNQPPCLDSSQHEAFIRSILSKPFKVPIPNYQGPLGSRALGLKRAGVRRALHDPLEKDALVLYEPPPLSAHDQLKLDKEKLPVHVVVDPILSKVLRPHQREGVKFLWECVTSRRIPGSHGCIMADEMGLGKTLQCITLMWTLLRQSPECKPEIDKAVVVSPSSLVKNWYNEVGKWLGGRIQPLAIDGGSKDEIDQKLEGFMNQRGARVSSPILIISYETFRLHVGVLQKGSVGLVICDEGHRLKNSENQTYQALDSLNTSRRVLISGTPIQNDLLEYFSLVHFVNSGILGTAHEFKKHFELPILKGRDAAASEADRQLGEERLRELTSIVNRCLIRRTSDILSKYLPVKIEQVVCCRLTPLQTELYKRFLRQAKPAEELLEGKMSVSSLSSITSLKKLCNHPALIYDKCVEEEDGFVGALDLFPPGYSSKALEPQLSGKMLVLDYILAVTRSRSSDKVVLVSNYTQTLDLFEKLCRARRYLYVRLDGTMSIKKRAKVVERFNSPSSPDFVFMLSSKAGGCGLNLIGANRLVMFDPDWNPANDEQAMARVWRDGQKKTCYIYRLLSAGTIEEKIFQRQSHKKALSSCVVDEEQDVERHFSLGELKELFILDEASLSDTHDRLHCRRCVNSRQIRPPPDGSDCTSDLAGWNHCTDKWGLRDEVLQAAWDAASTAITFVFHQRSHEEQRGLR
F508del corr: F508del CFTR correction, initial screen, CFBE line, single point. CFBE cells, YFP halide quenching; stimulated with forskolin plus potentiator P3; % fluorescence drop versus neutral controls. hit rate 0.36% among 350,000. AID 720511, 2013. activity (quench increase), % at 7.58 µM;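 active = mean added fluorescence quench of at least 8% versus neutral control, with both replicates also reaching 8%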;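 note: cells transiently co-express mutant CFTR-F508del with the halide-sensitive YFP; corrector assay measuring rescue of mutant channel to the surface after 24 h compound exposure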
esBAF inh: Bmi1 luciferase reporter increase in mESCs, primary screen, esBAF inhibitor project, mouse ES cells, Bmi1 luciferase knock-in, single point | 24 h; 100% = twice the neutral-well signal | reporter increase, % at 12.5 µM | hit rate 2% among 350,000 | AID 602393, 2012; in the data active = activation above about 40%;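 note: 0% = median of the plate's neutral control wells and 100% = double that signal; a rise in the Bmi1 reporter signal indicates esBAF inhibition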
GSIS activator: GLuc luminescence reporter in INS-1E cells, primary screen for activators of glucose-dependent secretion of insulin. INS-1E GLuc reporter insulin secretion, 2-3 h. activation, % at 16.6 µM. hit rate 0.61% among 370,000. AID 743287, 2014;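 active = lowest replicate activation of at least 40%, so every replicate reaches that level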;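 note: 0% = median of neutral control wells and 100% = median of IBMX positive control wells; some compounds called inactive have numbers as strong as hits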
Xi reactivation: activators of inactive X chromosome reactivation, primary screen, imaging, XiGFP fibroblasts, GFP high-content imaging, set 2; XiGFP mouse fibroblasts, % GFP-positive cells imaging, 3 d; cells co-treated with 5-aza-dC sensitizer; scaled so ellipticine positive control = 100%; activation, % at 7.58 µM; hit rate 0.055% among 360,000; AID 743238, 2013;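 active = mean normalized replicate activation at least 10% and every replicate at or above 10%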;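 note: 0% = median of on-plate neutral control wells and 100% = ellipticine 6 µM median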
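Assay system: SV40-immortalized XiGFP fibroblast cells, line 68-5-11; buffer or medium: DMEM plus 5-aza-dC sensitizer; compound: one concentration, pinned; timing: compounds 3 days, fix/stain 15 min at room temperature; benchmarks: positive control ellipticine, 6 µM final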
RAD52 anneal inh: RAD52 DNA annealing inhibitors, primary screen, biochemical, FRET, single point, set 2 | DNA repair protein RAD52 homolog (Homo sapiens), P43351 | recombinant RAD52 DNA annealing, FRET fluorescence | inhibition, % at 18.7 µM | hit rate 0.46% among 360,000 | AID 651710, 2012;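 active = every replicate showing at least 50% inhibition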
ARNT-TACC3 inh: disruptors of ARNT/TACC3 protein interaction, primary screen, biochemical, AlphaScreen, single concentration | AID 623870, 2012 | hit rate 0.66% among 390,000 | AlphaScreen His-ARNT PAS-B/GST-TACC3 binding, luminescence; TACC3 fragment carries E629A point mutation | inhibition, % at 9.99 µM;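 active = mean inhibition of replicates at least 50% and at least half of replicates each reaching 50%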;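 note: 0% = complete ARNT plus TACC3 wells and 100% = ARNT alone without TACC3; many hits fall short of the cut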
ERAP1 inh: human ERAP1 aminopeptidase inhibitors, primary screen, biochemical, single point, plate reader; Endoplasmic reticulum aminopeptidase 1 (Homo sapiens), Q9NZ08; recombinant ERAP1, Leu-AMC fluorescence, 60 min; inhibition, % at 10.7 µM; hit rate 0.15% among 340,000; AID 652197, 2013;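 active = mean replicate inhibition of at least 30%, or all replicates individually reaching that 30% level; inactive = mean below 30% and not every replicate reaching it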;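 note: 0% = neutral control wells and 100% = L-leucinethiol positive control wells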
An asterisk follows results filed as active; / = no result given; & = joins results of further samples.

SMILES	RAD54 inh	F508del corr	esBAF inh	GSIS activator	Xi reactivation	RAD52 anneal inh	ARNT-TACC3 inh	ERAP1 inh
Cc1cc(C(=O)N2CCC2(C)C(=O)NCc2cccc3ccccc23)nn1C (centres undefined)	9.6	-3.4	2.4	21.1	0.3	-10.2	/	0.7
CC(C)c1ccc(OCC(=O)Nc2cccc3c2CCCC3)cc1	-4.8	/	1.9	-10.7	/	/	14.3	/
COc1cc(NC(=O)COc2cc(O)c3c(c2)OC(C)(C)CC3=O)cc(OC)c1OC	5.7	1.4	-27.8	-26.2	/	-3.9	-2.6	0.6
CCC1CCCCN1C(=O)COC(=O)c1cc(=O)[nH]c2ccccc12 (centres undefined)	4.7	-1.2	14.6	-2.4	-0.1	-5.9	/	2.8
C[C@@H]1CN([C@H](C)CO)C(=O)c2cc(/C=C/c3ccccc3)cnc2O[C@H]1CN(C)C(=O)CN1CCOCC1	4.8	1.8	4.3	-11.8	0.4	9.4	-7.9	-4.1
S=C(Nc1ccccc1Cl)NC1CCCCCC1	-3.0	-1.2	9.0	0.8	0.0	-8.4	0.0	-0.7
O=C(CSc1ncnc2c1oc1ccccc12)Nc1ccccc1C(F)(F)F	-7.1	-2.7	4.2	13.1	0.1	10.6	-2.9	-4.8
C[C@@H]1CN([C@H](C)CO)C(=O)Cc2cc(NC(=O)C3CCCCC3)ccc2O[C@H]1CN(C)S(=O)(=O)c1cccs1	13.4	-0.8	-0.2	4.3	0.0	11.8	-3.2	-0.8
COC(=O)c1c(CSc2ccc(Cl)cc2)noc1C(=O)NCc1ccco1	-1.9	1.6	-0.4	-36.7	0.1	-17.1	-5.2	2.8
COc1cccc(CNC(=O)Cn2ccc3cc(S(=O)(=O)N4CCCCCC4)ccc32)c1	-5.3	-0.8	6.0	14.3	0.0	-10.4	9.6	-3.3
C[C@H]1Cn2cnc(C(=O)N[C@@H](Cc3c[nH]c4ccccc34)C(=O)OC(C)(C)C)c2C(=O)N1	-10.1	-3.9	4.7	-2.2	0.0	-23.6	/	-0.5
CC(C)CC#Cc1ccc2c(c1)O[C@H](CN(C)S(C)(=O)=O)[C@@H](C)CN([C@H](C)CO)S2(=O)=O	-0.1	/	-1.3	-35.8	-0.4	-2.1	-7.0	2.0
CCN(CC)CCNC(=O)C(=O)NCC1OCCN1S(=O)(=O)c1ccc([N+](=O)[O-])cc1 (centres undefined)	/	-3.4	/	4.3	0.0	-3.4	-2.6	0.1
COc1ccc(CNC(=O)C2CCC(CNc3c(N4CCOCC4)c(=O)c3=O)CC2)cc1 (centres undefined)	-7.7&-0.7	-2.5&5.1	-1.6&-2.4	0.2&5.7	0.1&0.0	-2.8&13.4	-1.9&1.8	0.6&2.1
C[C@H](CO)N1C[C@H](C)[C@@H](CN(C)Cc2ccc(Cl)c(Cl)c2)Oc2ccc(NC(=O)Nc3cccc4ccccc34)cc2C1=O	4.1	5.4	-1.2	9.4	-0.5	-12.1	3.0	-0.8
COc1ccc(S(=O)(=O)NC(C)C(=O)N2CCCC2)cc1C (centres undefined)	-5.5	2.5	-3.3	-1.7	0.0	-12.8	-2.7	-4.2
O=C(CSc1n[nH]c(-c2ccccc2)n1)Nc1ccc(F)cc1F	7.4	-1.2	/	-26.5	-0.2	-2.7	-8.0	-3.7
Cc1ccc(-n2nc(C)c(NC(=O)COC(=O)c3ccccc3NCCO)c2C)cc1	/	-0.1	/	22.8	-0.1	-11.4	0.8	-2.5
Cn1cc(CN2CC3C[C@@H]4CC2C[C@H](C3)C4)c(-c2ccc3c(c2)OCCO3)n1	/	-0.6	/	-11.6	0.3	-10.3	-7.0	-4.7
CC1Cc2[nH]c(=S)[nH]c(=O)c2C(C)O1 (centres undefined)	/	2.1	/	2.5	0.0	-11.1	/	/
CC(C)Cc1ccc(C(C)/C=C2/CCC(CN3CCCCC3)C2=O)cc1 (centres undefined)	/	0.5	/	/	-0.2	-20.4	-2.2	-1.3
O=C(COc1ccccc1F)NNC(=O)c1cccc(-n2cccc2)c1	9.0	1.4	-2.5	14.2	0.0	-3.9	/	-5.1
O=C(CN1C(=O)NC2(CCCc3ccccc32)C1=O)NCCc1ccc(F)cc1 (centres undefined)	-1.8	-0.6	-5.9	-20.2	0.2	-3.1	-4.1	1.5
C[C@H]1CN([C@@H](C)CO)S(=O)(=O)c2ccc(C#CC3CC3)cc2O[C@@H]1CN(C)C(=O)CC1CC1	-10.2	-1.2	-3.2	-0.7	0.3	20.4	8.9	-1.4
Cc1ccc(CNC(=O)CSc2nc3c(sc4ccccc43)c(=O)n2CCCN2CCCC2)cc1	/	-1.2	/	-5.1	0.2	-7.1	-8.7	7.2

An excerpt from above in order of the esBAF inh value, highest first.
molecule,esBAF inh
S=C(Nc1ccccc1Cl)NC1CCCCCC1,9.0
C[C@H](CO)N1C[C@H](C)[C@@H](CN(C)Cc2ccc(Cl)c(Cl)c2)Oc2ccc(NC(=O)Nc3cccc4ccccc34)cc2C1=O,-1.2
O=C(COc1ccccc1F)NNC(=O)c1cccc(-n2cccc2)c1,-2.5

(more compounds)
SMILES	RAD54 inh	F508del corr	esBAF inh	GSIS activator	Xi reactivation	RAD52 anneal inh	ARNT-TACC3 inh	ERAP1 inh
CC(C)(C)[C@H]1C=C(C(=O)N2CCOCC2)O[C@@H](OCc2ccc(CO)cc2)C1	4.6	2.3&-0.6	2.8	5.3	0.0	-51.0&1.8	-4.9	-3.2
Cc1ccc(C2/C(=C(\O)c3ccc4c(c3)OCCO4)C(=O)C(=O)N2CC2CCCO2)cc1 (centres undefined)	0.3	1.7	/	4.1	0.2	-0.9	4.3	-0.7
CCOC(=O)N1CCN(C(=O)COC(=O)c2ccccc2NCCO)CC1	/	0.4	3.1	11.3	-0.1	-6.6	2.3	16.8
COc1ccc(NC(=O)n2ncc3c(C)cccc32)cc1	-9.3	-3.4	39.0	3.9	0.0	8.3	-40.8	0.0
CCO[C@@H]1OC(C(=O)N2CCOCC2)=C[C@H](c2cn(C(C)=O)c3ccccc23)[C@H]1CCCO	0.8	-1.9	-2.7	3.6	0.0	-6.6	4.0	2.5
CCOC(=O)c1ccc(NC(=O)c2sc3nc(N4CCOCC4)c4c(c3c2N)CCCC4)cc1	-3.2	0.6	-2.5	12.0	0.0	-3.2	0.7	-3.2
CC(C)COc1cccc(C(=O)N(CC(=O)Nc2ccccc2C(F)(F)F)Cc2ccco2)c1	-4.5	-4.0	-5.2	-19.8	0.2	-2.2	-8.4	-0.5
NC(=O)c1ncn([C@@H]2O[C@H](C(=O)O)[C@@H](O)[C@H]2O)n1	/	2.0	/	28.3	0.4	-7.4	/	1.3
Cc1ccc(NC(=O)N2CCN(c3ncccc3C(F)(F)F)CC2)cc1	/	-1.1	/	1.0	0.5	-7.4	-1.6	-0.8
Cc1ccc(OCc2cc(C(=O)N(C)Cc3cnn(C)c3)no2)cc1C	-6.4	0.0	45.7*	27.0	-0.1	-6.9	/	-1.4
Cc1noc(C)c1S(=O)(=O)Nc1ccc2c(c1)CC(=O)N([C@H](C)CO)C[C@H](C)[C@@H](CN(C)C(=O)Nc1ccccc1)O2	/	1.8	-8.5	-0.3	-1.0	-3.4	/	4.9
O=C(/C(=C/O)N=Nc1ccccc1)c1ccc(Cl)cc1	/	1.6	/	-18.0	0.2	4.6	2.7	0.8
Cc1ccc2cc(CN(CCO)Cc3nnnn3Cc3ccc(F)cc3)c(=O)[nH]c2c1	-5.3	/	1.6	26.8	/	-5.6	-3.2	2.8
Cc1cc(Br)ccc1NC(=O)CN(C)C(=O)CSCc1ccccc1	-3.1	1.2	/	-2.5	0.3	1.1	28.7	0.7
C[C@H]1CN([C@@H](C)CO)C(=O)c2cc(NC(=O)CCC(F)(F)F)ccc2O[C@H]1CN(C)S(=O)(=O)c1cccs1	-5.6	1.9	1.2	5.7	0.3	-3.1	-0.8	1.3
CCC(NC(=S)NC1CCCCC1)c1ccc(C(C)C)cc1 (centres undefined)	-1.3	3.7	15.2	-27.1	0.4	-13.8	20.3	1.5
O=[n+]1cc(-c2ccc(Cl)cc2)n([O-])c2c1CCC2	/	2.2	/	/	0.0	-8.0	4.9	1.7
Cc1ccc2nc3c(c(Nc4ccc(O)cc4)c2c1)CCC3	66.6*	1.9	-3.2	22.8	0.1	45.7	-2.2	-2.0
COc1ccc(Br)cc1S(=O)(=O)NCCc1cccs1	/	0.3	4.1	-5.2	-0.1	-10.0	/	-6.0
CN(Cc1cccc2cnccc12)C(=O)c1cc(COc2ccc(F)cc2F)on1	2.8	4.6	/	/	-0.1	-13.5	-0.4	-7.3
Cn1cc(CCCC(=O)NCc2ccc(F)cc2)c2ccccc21	0.7	-2.2	-1.1	-40.1	0.0	-14.0	-2.5	-1.2
COc1cccc(NC(=S)NC2CC3CCCC(C2)N3CC(C)C)c1 (centres undefined)	-11.3	-1.8	-8.7	-10.9	0.6	-19.0	-16.1	1.3
CN(CC(=O)Nc1cccnc1)S(=O)(=O)c1cc(Cl)ccc1Cl	4.2	0.3	3.8	33.6	/	-20.3	3.4	-9.0
O=C(c1ccc(F)cc1)N1CCN(S(=O)(=O)c2ccc3c(c2)OCCO3)CC1	3.9	-4.0	-5.8	/	0.2	-2.5	/	-0.4
Cc1c(OCC(=O)NCCCN2CCOCC2)ccc2c3c(c(=O)oc12)CCC3	20.2	-2.7	1.4	-4.1	0.0	1.3	-6.8	3.6

Carrying on.
SMILES	RAD54 inh	F508del corr	esBAF inh	GSIS activator	Xi reactivation	RAD52 anneal inh	ARNT-TACC3 inh	ERAP1 inh
N=C1/C(=C\c2ccc(OC(=O)c3ccccc3Cl)cc2)C(=O)N=C2SC(N3CCOCC3)=NN12	-7.8	1.8	22.2	6.7	0.1	-13.5	8.4	-0.4
COc1ccc(C(C(=O)NC2CCCC2)N(Cc2cccnc2)C(=O)Cc2cccs2)c(OC)c1 (centres undefined)	-0.3	2.1	13.5	0.8	-0.1	3.6	-0.4	5.5
COC(=O)[C@]12C[C@H](CC(=O)NCC3CCCCC3)C(=O)N(CCc3ccc(OC)c(OC)c3)C1=C[C@H](C(C)(C)C)O[C@@H]2C	/	3.2	/	-4.6	0.0	0.1	/	4.3
C[C@H]1CN([C@@H](C)CO)C(=O)CCCn2cc(nn2)CO[C@H]1CN(C)S(=O)(=O)c1ccc(F)cc1	4.6	0.5	-2.5	-15.1	-0.2	9.0	-5.8	1.1
O=C(NC[C@H]1N[C@H](CO)[C@@H]1c1ccc(C2=CCCC2)cc1)C1CCC1	/	3.2	/	4.6	0.0	-68.7	/	0.4
O=C(COC(=O)c1nc(Cl)ccc1Cl)c1ccc(Cl)s1	/	0.7	/	0.0	0.2	-30.0	/	2.4
NC(=O)NC(CC(=O)NCCc1ccccn1)c1ccccc1Cl (centres undefined)	2.3	-0.1	/	13.1	0.1	-5.1	-1.8	0.1
